Bioassay records from PubChem BioAssay.
RAD52 inh: inhibitors of human RAD52 DNA annealing. inhibition, % at 18.7 µM. recombinant RAD52 DNA annealing, FRET fluorescence. AID 651710. 360,000 tested, 0.46% active;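 active = every replicate showing at least 50% inhibition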
S100A4 inh HTS: blocks human S100A4 binding to myosin IIA peptide. S100A4/TAMRA-MyoIIA peptide fluorescence polarization. inhibition, % at 10.7 µM. 360,000 tested, 0.14% active. AID 652163;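 active = mean inhibition of at least 70% across replicates, with every replicate also reaching that level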
Target sequence (P26447 whole entry, looked up): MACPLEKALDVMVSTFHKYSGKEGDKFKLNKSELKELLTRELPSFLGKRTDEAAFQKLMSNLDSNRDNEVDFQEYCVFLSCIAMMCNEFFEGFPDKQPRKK
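Test system: S100A4 monomer protein; Medium: HEPES pH 7.2 with CaCl2, KCl, NaCl, DTT, Triton; Probe or stimulus: TAMRA-labelled myosin IIA heavy-chain peptide probe, 5 nM; Doses: one dose per compound; Times: polarization read 5 min after assay mix addition, stable 5–60 min; Benchmarks: neutral control DMSO, positive control TFP.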
esBAF inh: blocks esBAF chromatin remodeling in mouse ES cells; 350,000 tested, 2% active; reporter increase, % at 12.5 µM; Bmi1-luciferase knock-in reporter, 24 h; 100% = twice the neutral-well signal; AID 602393; in the data active = activation above about 40%;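 also: 0% = median of the plate's neutral control wells and 100% = double that signal; a rise in the Bmi1 reporter signal indicates esBAF inhibition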
XiGFP reactiv: reactivates the inactive X chromosome in mouse fibroblasts; XiGFP mouse fibroblasts, % GFP-positive cells imaging, 3 d; cells co-treated with 5-aza-dC sensitizer; scaled so ellipticine positive control = 100%; AID 743238; activation, % at 7.58 µM; 360,000 tested, 0.055% active;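 active = mean normalized replicate activation at least 10% and every replicate at or above 10%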;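 also: 0% = median of on-plate neutral control wells and 100% = ellipticine 6 µM median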
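Material: XiGFP fibroblasts, SV40-immortalized; Buffer or medium: DMEM containing 5-aza-dC; Compound dosing: single point; Times: 3 days compound exposure.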
FN deposit inh: fibronectin deposition inhibition; AH1F fibroblasts, Alexa488-fibronectin deposition fluorescence, overnight; inhibition, % at 12.6 µM; 350,000 tested, 0.086% active;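 active = mean inhibition across replicates of 30% or more, regardless of how many single replicates reach that level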;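 also: positive control wells lacked labelled fibronectin entirely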
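Material – AH1F fibroblast monolayer, labelled fibronectin deposition · Reagent – labelled fibronectin 24 nM · Timing – 1 h adhesion, overnight exposure · Measured by – fluorescence at 485 nm excitation, 525 nm emission · Read-out – inhibition of fibronectin deposition signal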
EWS-Fli inh: inhibitors of EWS/Fli oncoprotein transcriptional activity; 350,000 tested, 0.67% active; inhibition, % at 12.6 µM; A673 NR0B1-luciferase reporter, viability-normalised; AID 651661;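 active = mean inhibition of at least 50% after viability correction, with every replicate also passing that limit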;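 also: firefly luciferase signal divided by Alamar Blue viability fluorescence both relative to DMSO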
E-sel inducer: E-selectin induction on HUVECs | P16581 | HUVEC E-selectin immunofluorescence imaging; normalized: neutral wells 0, TNF-alpha wells 100 | activation, % at 7.58 µM | 260,000 tested, 0.37% active;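 active = mean E-selectin-positive cell signal at least 10% of the positive control, reached in at least 60% of replicates, without over 20% cell loss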;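 also: in these data hits start at about 27%; measured in HUVEC primary endothelial cells; signal is the percent of cells scored E-selectin positive by PE staining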
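material = human umbilical vein endothelial cells (HUVEC), E-selectin induction | quantity = 3,000 cells/well | medium = EGM-2 growth medium on 0.1% gelatin-coated wells | technique = immunofluorescence imaging | read-out basis = % PE-positive cells | control set = TNF-alpha positive control, DMSO neutral control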
RAD54 branch: blocks human RAD54 Holliday junction branch migration. AID 602329. Q92698. FAM/BHQ fluorescence. 360,000 tested, 0.14% active. inhibition, % at 10.4 µM;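 active = mean normalized replicate activity at least 40 and at least half of replicates scoring 40 or more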;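 also: 0% = median of neutral control wells and 100% = median of positive control wells; inhibitors cause a drop in the FAM fluorescence signal; in these data hits start at about 50%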
Target sequence (Q92698 whole entry, looked up): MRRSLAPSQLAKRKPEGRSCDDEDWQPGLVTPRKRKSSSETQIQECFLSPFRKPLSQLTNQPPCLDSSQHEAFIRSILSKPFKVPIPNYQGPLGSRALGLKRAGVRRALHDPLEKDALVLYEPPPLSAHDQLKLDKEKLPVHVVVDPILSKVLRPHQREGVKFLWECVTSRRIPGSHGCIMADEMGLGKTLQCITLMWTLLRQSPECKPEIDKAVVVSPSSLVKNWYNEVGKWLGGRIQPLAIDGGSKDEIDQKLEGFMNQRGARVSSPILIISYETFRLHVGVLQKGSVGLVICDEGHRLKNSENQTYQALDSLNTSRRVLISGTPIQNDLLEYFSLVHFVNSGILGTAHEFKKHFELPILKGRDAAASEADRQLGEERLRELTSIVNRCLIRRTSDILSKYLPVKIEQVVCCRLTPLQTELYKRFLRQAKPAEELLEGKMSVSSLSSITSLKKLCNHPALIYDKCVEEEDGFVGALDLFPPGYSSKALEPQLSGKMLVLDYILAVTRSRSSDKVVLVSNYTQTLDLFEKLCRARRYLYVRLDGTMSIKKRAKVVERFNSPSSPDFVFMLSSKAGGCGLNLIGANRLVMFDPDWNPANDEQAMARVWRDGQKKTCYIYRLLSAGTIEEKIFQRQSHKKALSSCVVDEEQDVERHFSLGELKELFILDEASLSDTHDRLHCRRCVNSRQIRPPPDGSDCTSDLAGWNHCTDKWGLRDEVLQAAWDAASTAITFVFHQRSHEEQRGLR
An asterisk follows results filed as active; . = no result given; & = joins results of further samples.

SMILES | RAD52 inh | S100A4 inh HTS | esBAF inh | XiGFP reactiv | FN deposit inh | EWS-Fli inh | E-sel inducer | RAD54 branch
CCOCCCn1c(SCC(=O)Nc2cc(OC)ccc2OC)nc2ccccc2c1=O | -6 | -3 | 4 | 0.0 | 15 | 18 | . | 7
CC(=O)Nc1ccc(C(=O)N(C)C(C(=O)Nc2ccc(C)cc2)c2ccccn2)cc1 (configuration not stated) | -9 | 1 | . | -0.1 | 3 | 11 | . | .
CCc1ccc(-c2n[nH]nc2C2=CC(=O)C[C@H](c3ccc(F)cc3)C2)cc1 | -13 | -2 | 0 | 0.6 | . | 6 | -0.4 | -12
C[C@@H](C(=O)NCc1ccccc1)[C@@H]1C[C@@]1(C)[C@@H](NC(=O)OCc1ccccc1)c1ccccc1 | -1 | -10 | 6 | -0.4 | -13 | 11 | 0.1 | 9
COc1ccc(/C=C2\CCC/C(=C\C=N\N(C)C)C2=O)cc1 | -19 | -1 | . | 0.1 | 8 | 18 | . | .
C[C@H]1CN([C@@H](C)CO)C(=O)c2cccc(NS(=O)(=O)c3ccccc3)c2O[C@@H]1CN(C)CC1CC1 | 15 | 1 | 8 | 0.2 | . | -9 | 1.6 | 11
O=C(COC(=O)CNC(=O)c1ccc([N+](=O)[O-])o1)Nc1ncc(Cl)cc1Cl | -22 | -1 | -3 | 0.0 | 0 | 8 | . | -12
CSc1ncnc2c1ncn2CCCN1CCN(Cc2cccc3ccccc23)CC1 | 4 | -4 | -2 | 0.0 | 1 | 10 | 0.1 | 5
CCCN1C(=O)CC(=O)N=C1SCC(=O)Nc1ccccc1F | -61 | -2 | 0 | 2.7 | -15 | -2 | -0.4 | -4
COc1ccccc1CC(=O)Nc1ccc([N+](=O)[O-])cc1O | -2 | 1 | . | 3.1 | 5 | -6 | . | .
CCCC(=O)NCc1ccccc1Cl | -13 | 7 | -3 | 0.3 | 1 | -4 | -0.2 | -1
CCc1ccc(OCC(=O)OC(C)C(=O)Nc2ccc(Cl)cn2)cc1 (configuration not stated) | -4 | 0 | -4 | 0.4 | 10 | 0 | -0.4 | -4
C[C@H]1CN([C@@H](C)CO)S(=O)(=O)c2ccc(C#CC3CC3)cc2O[C@H]1CN(C)Cc1ccccc1F | 10 | 7 | 4 | -0.4 | -16 | 4 | -0.4 | -3
Cc1cc(OCC(=O)Nc2ccncc2)c(C)cc1Br | -1 | -7 | -4 | . | -12 | . | . | 14
CCCCN(CC)S(=O)(=O)N1CCC(C(=O)NCCCN2CCOCC2)CC1 | -53 | 0 | . | 0.1 | 3 | 3 | . | .
Cc1cc(C(=O)N/N=C/c2cccc(OC(=O)c3cccc(Br)c3)c2)n[nH]1 | 7 | -6 | . | 0.0 | . | -38 | 1.4 | -4
C[C@H](CO)N1C[C@H](C)[C@@H](CN(C)S(C)(=O)=O)Oc2ccc(NC(=O)Cc3cn(C)c4ccccc34)cc2CC1=O | 19 | -4 | 6 | -1.2 | . | 9 | . | 3
CCCCn1c2nc3ccccc3nc2c2c(=N)oc(C)nc21 | -18 | 3 | -6 | . | . | -4 | . | -4
COc1ccc(C)cc1S(=O)(=O)Nc1ccc(-n2c(C)nc3ccccc3c2=O)cc1 | -14 | -5 | -7 | 0.1 | -10 | 8 | -0.6 | 2
Cc1cc(=O)n(C(C)c2ccccc2)n1C(C)c1ccccc1 (configuration not stated) | -2 | 1 | . | -0.1 | -1 | 7 | 0.0 | .
Cc1cc(OCC(=O)Nc2ccc(CN3CCOCC3)cc2)c2c(C)c(C)c(=O)oc2c1 | -22 | -7 | -15 | 0.1 | 1 | 11 | . | -2
Cc1c(Cc2ccccc2)c(=O)oc2cc(O)ccc12 | -13 | -3 | . | 0.0 | 7 | 3 | . | -2
COc1ccc(C(C(=O)Nc2ccc(C(C)C)cc2)N(Cc2ccco2)C(=O)CC2NC(=O)NC2=O)cc1 (configuration not stated) | 9 | 0 | . | -0.1 | 14 | 5 | -0.2 | .
COc1ccc(CC(=O)N2CC3(C)CC2CC(C)(C)C3)cc1 (configuration not stated) | 4 | -5 | -6 | . | . | 9 | . | 3
CCn1cc(C(=O)NCC(C)C)c(=O)c2cc(F)c(N3CCN(C(=O)c4ccco4)CC3)cc21 | -3 | -3 | 7 | 0.3 | -3 | 6 | 0.0 | -2

An excerpt from the list above, for reference:
SMILES | RAD52 inh | S100A4 inh HTS | esBAF inh | XiGFP reactiv | FN deposit inh | EWS-Fli inh | E-sel inducer | RAD54 branch
CCc1ccc(OCC(=O)OC(C)C(=O)Nc2ccc(Cl)cn2)cc1 (configuration not stated) | -4 | 0 | -4 | 0.4 | 10 | 0 | -0.4 | -4
C[C@H]1CN([C@@H](C)CO)S(=O)(=O)c2ccc(C#CC3CC3)cc2O[C@H]1CN(C)Cc1ccccc1F | 10 | 7 | 4 | -0.4 | -16 | 4 | -0.4 | -3
Cc1cc(OCC(=O)Nc2ccncc2)c(C)cc1Br | -1 | -7 | -4 | . | -12 | . | . | 14
CCCCN(CC)S(=O)(=O)N1CCC(C(=O)NCCCN2CCOCC2)CC1 | -53 | 0 | . | 0.1 | 3 | 3 | . | .
Cc1cc(C(=O)N/N=C/c2cccc(OC(=O)c3cccc(Br)c3)c2)n[nH]1 | 7 | -6 | . | 0.0 | . | -38 | 1.4 | -4
C[C@H](CO)N1C[C@H](C)[C@@H](CN(C)S(C)(=O)=O)Oc2ccc(NC(=O)Cc3cn(C)c4ccccc34)cc2CC1=O | 19 | -4 | 6 | -1.2 | . | 9 | . | 3
CCCCn1c2nc3ccccc3nc2c2c(=N)oc(C)nc21 | -18 | 3 | -6 | . | . | -4 | . | -4
COc1ccc(C)cc1S(=O)(=O)Nc1ccc(-n2c(C)nc3ccccc3c2=O)cc1 | -14 | -5 | -7 | 0.1 | -10 | 8 | -0.6 | 2
Cc1cc(=O)n(C(C)c2ccccc2)n1C(C)c1ccccc1 (configuration not stated) | -2 | 1 | . | -0.1 | -1 | 7 | 0.0 | .
Cc1cc(OCC(=O)Nc2ccc(CN3CCOCC3)cc2)c2c(C)c(C)c(=O)oc2c1 | -22 | -7 | -15 | 0.1 | 1 | 11 | . | -2

More records:
SMILES | RAD52 inh | S100A4 inh HTS | esBAF inh | XiGFP reactiv | FN deposit inh | EWS-Fli inh | E-sel inducer | RAD54 branch
O=C(C[C@H]1C[C@H]2c3cc(NC(=O)C4CCOCC4)ccc3O[C@H]2[C@H](CO)O1)NC1CCCC1 | -3 | 12 | -7 | 0.4 | -10 | -6 | 0.1 | 5
C[C@H](CO)N1C[C@H](C)[C@H](CN(C)Cc2ccc(Cl)c(Cl)c2)Oc2ccc(NC(=O)Cc3ccccc3)cc2C1=O | -1 | 9 | 0 | 0.0 | . | 11 | 7.2 | 2
C[C@H](CO)N1C[C@H](C)[C@H](CN(C)Cc2ccc(C(F)(F)F)cc2)Oc2ccc(NC(=O)Nc3ccccc3)cc2C1=O | -12 | -2 | 4 | -0.2 | . | 0 | -0.2 | 10
COc1ccccc1OCC(=O)Nc1ccccc1C(=O)NC1CC1 | -1 | -6 | -4 | -0.2 | -2 | -6 | -0.2 | 10
CCCN1C[C@H](C)[C@H](OC)CN(C)C(=O)c2cc(NC(=O)Nc3cccc(OC)c3)ccc2OC[C@@H]1C | . | . | -6 | 0.5 | -18 | -8 | 0.3 | .
Cc1cnc(C)c(N2CCN(Cc3nc(-c4ccccc4)no3)CC2)n1 | -7 | 1 | -12 | 0.1 | -14 | 2 | 0.3 | -4
O=C(Nc1cccc(C(=O)N2CCCC2)c1)C1CCCC1 | -3 | 2 | -1 | -0.1 | -5 | 3 | 0.0 | -14
CCOc1ccc(C2NCCc3cc(OC)c(OC)cc32)cc1OC (configuration not stated) | -10 | -10 | 2 | -0.1 | 2 | -6 | 0.1 | -1
O=C(NCCCc1ccccc1)N1CCOCC1 | 1 | 3 | 6 | 0.4 | -4 | -7 | -0.2 | -10
CN(C(=O)c1ccccc1C(=O)OCC(=O)c1ccc(F)c(F)c1)C1CCCCC1 | -24 | -6 | 1 | 0.0 | 3 | 2 | . | -8
Cc1c(C(=O)N2CCN(c3ccccc3)CC2)oc2c(F)cccc12 | -15 | 4 | 16 | 0.2 | 8 | -14 | -0.1 | -4
CN(C)C(=O)C[C@@H]1C[C@H]2c3cc(NC(=O)Nc4ccc(F)cc4)ccc3O[C@H]2[C@H](CO)O1 | -2 | -32 | 3 | 0.2 | -37 | -4 | 0.1 | -5
CCC(=O)N1C[C@@H](O)COC[C@@H]2O[C@@H](CC(=O)NC)CC[C@H]21 | -7 | -1 | -5 | 0.2 | 3 | 4 | -0.1 | 8
COCC(=O)N1CC(=O)N2[C@H](CO)[C@@H](c3ccc(-c4ccccc4)cc3)[C@H]2C1 | -6 | 4 | . | 0.1 | . | -11 | -0.1 | .
CCn1c(O)c(/C=C2\C=NN=C2c2ccccc2)sc1=S | -13 | -6 | . | 0.1 | -3 | -3 | 1.0 | .
COc1ccc(C(=O)N2C[C@H]3[C@@H](c4ccccc42)[C@H](CO)N3Cc2ccc3c(c2)OCO3)cc1 | -21 | 38 | 0 | 0.1 | . | 5 | 0.0 | 7
O=C(OCCN1CCCCC1)c1cc2ccccc2o1 | . | . | -4 | . | 3 | . | 0.1 | -7
O=C(c1ccccc1Cl)N1CCN(Cc2ccc3c(c2)OCO3)CC1 | -15 | -10 | 5 | 0.0 | -3 | 2 | . | 6
CCn1c2ccccc2c2n[nH]c(=S)nc21 | -17 | -18 | 3 | 0.1 | 4 | 2 | 0.1 | -7
Cc1ccc2c(c1)c1c3n2CCNC3CCC1 (configuration not stated) | 19&-6 | 0&-3 | -3&-6 | 0.1&0.0 | -10&-3 | 1&5 | -2.4&-0.3 | 10&5
Cn1c(SCC(=O)N/N=C/c2ccc([N+](=O)[O-])s2)nnc1-c1ccccc1 | -2 | 4 | . | 2.7 | -5 | 49 | . | .
Cc1cccc(-n2ccnc2CN2CCC(CO)(Cc3ccccc3)CC2)c1 | -19 | 2 | 3 | -0.2 | -16 | 3 | 3.6 | .
CC(=O)Nc1cccc(/C(C)=N/NC(=O)c2ccccc2Cl)c1 | -1 | -1 | 17 | . | . | -3 | . | -4
CC(C)CC(=O)Nc1nc(-c2ccc(S(=O)(=O)N3CCOCC3)cc2)cs1 | -3 | 10 | . | 0.2 | -17 | 21 | . | 15
Cc1cccc(NC(=S)NC2CC3CCCC(C2)N3Cc2ccccc2)c1C (configuration not stated) | -9 | 4 | . | -0.1 | 1 | 7 | 1.7 | .
O=C(NNC(=O)c1ccccc1F)c1ccco1 | -11 | 0 | 10 | 0.4 | 5 | -28 | 1.2 | 1
O=C(CN1N=C(c2ccc(Cl)cc2)CCC1=O)NCCN1CCc2ccccc2C1 | -9 | -5 | 5 | -0.1 | 7 | 3 | . | 7
CCS(=O)(=O)N[C@@H]1C=C[C@@H](CC(=O)NCC2CCCCC2)O[C@@H]1CO | -1 | -3 | 7 | -0.1 | -3 | -3 | -0.1 | 1
CS(=O)(=O)N1Cc2ccccc2CC1C(=O)O (configuration not stated) | -7 | -2 | -3 | 0.1 | -13 | 1 | 1.8 | 8
O=C(C[C@@H]1CC[C@@H]2[C@H](COC[C@H](O)CN2C(=O)Nc2cc(Cl)cc(Cl)c2)O1)NCC1CCCCC1 | 3 | 2 | 0 | 0.2 | -1 | 5 | 0.7 | 0
